Assay outcomes: PubChem, several laboratories
Tn6 DDE FP – inhibitors of Tn6 peptide binding to fibrin DD(E), primary screen, biochemical, fluorescence polarization, human fibrin, Tn6 probe; AID 720509, 2013; Fibrinogen beta chain (Homo sapiens), P02675; inhibition, % at 8.3 µM; actives 0.21% (n = 370,000); Fibrin DD(E) TRITC-Tn6 fluorescence polarization displacement;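 active means inhibition above a per-campaign cutoff: mean of compounds within control limits plus 3 SD, cut at about 15% in these data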;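 further: 0% = median of all compound wells on the plate and 100% = blocking peptide control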
HGIII-sPLA2 inh – human group III sPLA2 inhibitors, primary screen, biochemical, QFRET, BODIPY PC-A2 liposome substrate; Group 3 secretory phospholipase A2 (Homo sapiens), Q9NZ20; QFRET BODIPY PC-A2 liposome hydrolysis, fluorescence; inhibition, % at 12.2 µM; actives 0.56% (n = 370,000);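 active means inhibition above mean plus 3 SD of compounds lying within the high and low control bounds, cut at about 19% in these data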;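 further: 0% = median of test compound wells and 100% = no enzyme DMSO wells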
ASAP1 inh – inhibitors of human ASAP1 ArfGAP activity, primary screen, biochemical, fluorescence polarization | Arf-GAP with SH3 domain, ANK repeat and PH domain-containing protein 1 (Homo sapiens), … | ASAP1-stimulated ARF1 GTP hydrolysis, GDP FP detection | inhibition, % at 16.5 µM | actives 0.19% (n = 360,000) | AID 624377, 2012; in the data active means inhibition above about 25%;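 further: 0% = vehicle with enzyme and substrate and 100% = no enzyme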
PLCg1 inh – PLC-gamma1 enzyme inhibitors, primary screen, biochemical, fluorescence, purified enzyme; 1-phosphatidylinositol 4,5-bisphosphate phosphodiesterase gamma-1 (Homo sapiens), P19174; fluorogenic substrate; inhibition, % at 12.2 µM; actives 0.84% (n = 370,000); AID 720700, 2013; in the data active means inhibition above about 9.5%
Target sequence (P19174 whole entry, looked up): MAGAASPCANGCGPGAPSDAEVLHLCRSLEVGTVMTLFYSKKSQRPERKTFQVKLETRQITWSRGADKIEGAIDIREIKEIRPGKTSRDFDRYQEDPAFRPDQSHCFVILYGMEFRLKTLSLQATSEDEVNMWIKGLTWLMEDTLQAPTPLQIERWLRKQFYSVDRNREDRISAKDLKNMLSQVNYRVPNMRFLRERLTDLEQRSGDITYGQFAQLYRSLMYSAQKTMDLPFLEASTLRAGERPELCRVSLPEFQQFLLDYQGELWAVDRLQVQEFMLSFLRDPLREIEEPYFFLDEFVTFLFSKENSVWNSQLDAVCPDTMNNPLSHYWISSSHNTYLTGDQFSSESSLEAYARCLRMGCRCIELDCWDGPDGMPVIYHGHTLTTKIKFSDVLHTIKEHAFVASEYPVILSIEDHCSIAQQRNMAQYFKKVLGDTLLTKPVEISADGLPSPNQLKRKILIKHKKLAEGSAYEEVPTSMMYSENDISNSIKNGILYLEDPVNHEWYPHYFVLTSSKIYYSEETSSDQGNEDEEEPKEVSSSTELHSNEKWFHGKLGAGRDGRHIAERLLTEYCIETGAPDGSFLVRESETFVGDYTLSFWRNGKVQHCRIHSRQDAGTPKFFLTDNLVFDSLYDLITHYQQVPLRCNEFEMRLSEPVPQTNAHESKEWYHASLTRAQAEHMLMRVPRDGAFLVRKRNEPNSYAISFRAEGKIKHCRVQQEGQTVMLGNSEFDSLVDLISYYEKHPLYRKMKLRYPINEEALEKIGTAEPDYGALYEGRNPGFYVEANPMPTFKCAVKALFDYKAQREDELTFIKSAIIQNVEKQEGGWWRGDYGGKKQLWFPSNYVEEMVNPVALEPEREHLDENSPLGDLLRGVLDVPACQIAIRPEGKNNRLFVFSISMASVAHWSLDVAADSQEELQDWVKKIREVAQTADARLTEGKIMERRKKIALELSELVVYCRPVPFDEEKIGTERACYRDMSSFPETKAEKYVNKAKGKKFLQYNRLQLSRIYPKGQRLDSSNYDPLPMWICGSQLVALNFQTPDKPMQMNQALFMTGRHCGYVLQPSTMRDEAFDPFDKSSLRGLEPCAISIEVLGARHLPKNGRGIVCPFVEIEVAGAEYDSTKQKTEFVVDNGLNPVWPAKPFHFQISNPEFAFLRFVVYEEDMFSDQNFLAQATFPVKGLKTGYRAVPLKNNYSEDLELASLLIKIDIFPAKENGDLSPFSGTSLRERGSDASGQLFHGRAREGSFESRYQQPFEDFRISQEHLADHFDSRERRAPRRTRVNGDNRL
DDE Tn7 FP inh – inhibitors of Tn7 peptide binding to fibrin DD(E), primary screen, biochemical, fluorescence polarization, human fibrin, Tn7 probe. FP displacement of FITC-Tn7 peptide from fibrin DD(E); 0% = median of compound wells per plate. inhibition, % at 8.3 µM. actives 0.13% (n = 370,000). AID 720508, 2013;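 active means inhibition above the mean of compounds falling within the control limits plus 3 SD of them, cut at about 14% in these data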;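 further: 0% = plate median of compound wells and 100% = 10 µM Aha-Tn7 peptide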
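Test system – human fibrin DD(E) · Times – 10 min preincubation, 3 h with tracer, room temperature · Detection – fluorescence polarization of the labelled Tn7 tracer · Measure – percent inhibition normalized to high-control wells · Benchmarks – high control wells with 10 µM unlabelled Aha-Tn7 peptide (full inhibition) · Repeats – singlicate testing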
NR1D1 modulator – modulators of Rev-erb alpha DNA binding, primary screen, biochemical, FITC-DNA, fluorescence polarization, uHTS | Nuclear receptor subfamily 1 group D member 1 (Homo sapiens), P20393 | Rev-erbα–FITC-DNA binding, 90 min | activity, % at 10 µM | actives 0.79% (n = 370,000);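 active means activity above about 14%, limit read from the data; passing the limit was not always enough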;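 further: 0% = DMSO wells with 35 nM protein and 100% = DMSO wells with 750 nM protein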
PLCb3 inh – human PLC-beta3 inhibitors, primary screen, biochemical, fluorescence. actives 0.18% (n = 370,000). 1-phosphatidylinositol 4,5-bisphosphate phosphodiesterase beta-3 (Homo sapiens), Q01970. Purified PLC-beta3, fluorogenic substrate. inhibition, % at 12.2 µM; in the data active means inhibition above about 11%;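 further: 0% = median of compound wells on plate and 100% = full blocker control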
KLK7 zymogen act – proKLK7 zymogen activators, primary screen, biochemical, fluorescence intensity | Kallikrein-7 (Homo sapiens), P49862 | purified proKLK7, EDANS-DABCYL substrate fluorescence; 100% is mature enzyme control, 0% vehicle | activation, % at 7 µM | actives 0.9% (n = 370,000) | AID 652039, 2013;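 active means activation above the mean of all tested compounds plus 3 SD, computed per campaign excluding outliers beyond control limits, cut at about 13% in these data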
UHRF1 binding – UHRF1 methylated DNA binding inhibitors, primary screen, counter-screen for MBD2 inhibitor project, biochemical, TR-FRET, human UHRF1, single concentration. inhibition, % at 4.4 µM. UHRF1 binding to methylated oligo. E3 ubiquitin-protein ligase UHRF1 (Homo sapiens), Q96T88. actives 0.75% (n = 370,000); in the data active means inhibition above about 21%;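 further: UHRF1 SRA domain binding a hemimethylated CpG hairpin DNA probe; 0% = median of test compound wells and 100% = reference inhibitor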
ARFGAP1 inh – inhibitors of rat ARFGAP1 GAP activity, primary screen, biochemical, fluorescence polarization, GDP tracer | inhibition, % at 16.5 µM | actives 0.26% (n = 360,000) | Arfgap1-stimulated ARF1 GTP hydrolysis, GDP FP detection | ADP-ribosylation factor GTPase-activating protein 1 (Rattus norvegicus), Q62848;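 active means inhibition above a per-plate limit, mean inhibition of low control wells plus 3 SD, cut at about 25% in these data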;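 further: 0% = DMSO wells with enzyme and 100% = wells lacking Arfgap1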
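Repeats: one replicate per compound; assay system: rat Arfgap1 catalytic domain, aa 1-136; times: enzyme reaction 120 min at 25 °C after 20 min preincubation; detection: FP of antibody-bound GDP Alexa 633 tracer, ex 620/em 688 nm; benchmarks: high control wells lacking Arfgap1, low control full reaction with DMSO; reagent: human ARF1(Δ1-17)-GTP substrate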
An asterisk follows results filed as active. An unsorted share of the library. About 4.5% of those tested had a hit in this group.

SMILES	Tn6 DDE FP	HGIII-sPLA2 inh	ASAP1 inh	PLCg1 inh	DDE Tn7 FP inh	NR1D1 modulator	PLCb3 inh	KLK7 zymogen act	UHRF1 binding	ARFGAP1 inh
COc1ccc(CC(C(=O)Nc2ccc(OC)cc2)c2nn[nH]n2)cc1 (configuration not stated)	-7	7	-1	7	-5	-3	-2	0.0	4	-17
COc1ccc(Cl)cc1NC(=O)CN(C)C(=O)c1ccc(-n2cncn2)cc1	-6	0	5	0	-3	-5	4	0.5	1	-3
COc1ccc(S(=O)(=O)N2CCCCC2)cc1NC(=O)c1cc([N+](=O)[O-])ccc1N1CCOCC1	-2	12	-4	4	6	-4	1	-0.6	3	9
COc1ccc(S(=O)(=O)Nc2cccc(F)c2C)cc1C(=O)N1CCOCC1	8	4	2	0	5	-1	0	0.4	2	-3
CCOC(=O)c1cn(CC)c2c(ccc3ccccc32)c1=O	3	0	5	-4	-1	8	-5	-0.8	3	-2
Fc1ccc2[nH]c3c(NCc4ccccc4)ncnc3c2c1	-12	-18	-1	-21	4	0	-36	0.1	-1	15
Cn1c(=O)c2c(nc(CN3CCc4ccccc4C3)n2Cc2cccc(Cl)c2)n(C)c1=O	2	2	0	-11	-1	1	-13	0.5	-6	2
Cc1ccc(-c2csc(NC(=O)c3ccc4c(=O)n5c(nc4c3)CCCCC5)n2)cc1	5	2	-11	2	-2	7	-3	0.2	-1	4
COc1ccccc1CNC(=O)c1ccoc1C	-5	2	-1	3	-3	-3	-6	0.2	-1	11
COc1ccc(OC)c(S(=O)(=O)NCC(=O)NC2CCCc3ccccc32)c1 (configuration not stated)	2	-1	12	2	-5	-4	2	0.2	-1	0
COc1ccc(CCNC(=S)NC(=O)c2ccc(Br)cc2)cc1OC	-3	-3	-5	-3	5	0	-4	0.2	-1	2
Cc1ccc(SCC(=O)OCn2nnc3ccccc3c2=O)cc1C	0	-6	0	5	-7	0	4	0.9	1	8
CC(C)(C)NC(=S)NCC1CC1	-2	16	-4	6	-1	-2	2	-1.0	5	3
CN(CC(=O)Nc1ccc(Cl)c(C(F)(F)F)c1)C(=O)Cc1c[nH]c2ccccc12	-7	-131	15	-4	0	1	-2	0.0	1	11
COc1ccc(CC(=O)N2CCN(c3ccccc3F)CC2)cc1OC	-6	-6	3	0	-14	0	0	0.0	-2	5
COc1ccc(-c2[nH]nc3nc(N4CCN(C(=O)c5ccoc5)CC4)cc(C(F)(F)F)c23)cc1	-11	-2	12	-225	2	1	-285	-6.0	-1	-6
COc1ccccc1N1CCN(S(=O)(=O)CCNC(=O)c2ccccc2Br)CC1	10	-5	8	-1	9	4	-4	-0.5	1	-3
COc1ccccc1/C=N/NC(=O)c1nnn(-c2nonc2N)c1-c1ccccc1	-3	-5	-17	-4	4	6	-13	-0.5	-3	-17
C[C@@H]1COc2cccc(N3CCSCC3)c2S(=O)(=O)N1	0	11	-10	-2	-1	7	-2	-0.4	1	0
CN1CCN(C(=O)CSc2nnc(COc3ccccc3)o2)CC1	-6	4	11	6	-2	4	-2	-0.5	0	-4
Cc1ccc(C(C)C)c(OC(=O)/C=C/c2ccccc2)c1	-1	2	-2	-3	5	-1	1	-0.9	0	-6
COCCn1c(SCC(=O)c2c(N)n(C3CC3)c(=O)[nH]c2=O)nc2ccccc21	3	15	7	1	-3	-1	-11	0.8	4	-11
O=C(CSCC(=O)NC1CC1)Nc1ccccc1	5	2	10	3	-12	0	2	0.0	-2	9
O=C(Nc1nc(-c2ccccc2)cs1)c1ccc(=O)[nH]c1	-2	-1	7	-5	-1	7	-21	-0.5	4	0
COc1cc(CN(C)c2ccc(S(=O)(=O)N3CCCC3)cn2)ccc1OC(F)F	-7	-1	4	-5	4	-5	-9	0.2	0	6
O=Nc1c(O)n(Cc2ccc(Cl)cc2Cl)c2ccccc12	6	-30	-10	0	1	2	4	0.3	2	-3
O=C(COc1ccc(Cl)cc1Cl)N1CCCCCC1	11	-4	-2	-3	-3	-3	2	0.2	0	-9
Cc1ccc(NC(=O)COC(=O)C(CC(C)C)N2C(=O)C3CC=CCC3C2=O)c(C)c1 (configuration not stated)	-2	-2	-8	-1	1	1	2	0.6	1	0
CSc1ccccc1C(=O)NCc1cccnc1	-2	1	22	1	-3	-10	-3	0.2	-1	2
COc1ccccc1NC(=O)C(=N\O)/C(C)=N/O	-2	-5	-3	11*	-13	-10	4	-0.1	20	-1

Complete entries from above. Order of screens: Tn6 DDE FP | HGIII-sPLA2 inh | ASAP1 inh | PLCg1 inh | DDE Tn7 FP inh | NR1D1 modulator | PLCb3 inh | KLK7 zymogen act | UHRF1 binding | ARFGAP1 inh
CC(C)(C)NC(=S)NCC1CC1 reads -2 | 16 | -4 | 6 | -1 | -2 | 2 | -1.0 | 5 | 3
O=C(CSCC(=O)NC1CC1)Nc1ccccc1 reads 5 | 2 | 10 | 3 | -12 | 0 | 2 | 0.0 | -2 | 9

More results follow:
SMILES	Tn6 DDE FP	HGIII-sPLA2 inh	ASAP1 inh	PLCg1 inh	DDE Tn7 FP inh	NR1D1 modulator	PLCb3 inh	KLK7 zymogen act	UHRF1 binding	ARFGAP1 inh
Cc1noc(C)c1CSCC(=O)N1CCN(c2ccc([N+](=O)[O-])cc2)CC1	6	-1	-8	4	-1	2	1	-0.5	-4	-12
Cc1cc(C)c(S(=O)(=O)c2ccc(F)cc2C)c(Cl)n1	1	4	9	5	-8	3	-5	-0.2	0	30*
CN(C)S(=O)(=O)c1cccc(C(=O)NC2CCSc3ccccc32)c1 (configuration not stated)	-2	1	2	2	2	0	-12	0.4	-2	6
O=C(COC(=O)C1(c2ccccc2F)CCCC1)NCc1cccs1	-2	-6	-17	3	1	4	7	0.0	-2	7
CC(Sc1nc(N)cc(N)n1)C(=O)NCCC1=CCCCC1 (configuration not stated)	6	-3	-4	-2	3	-1	-8	-0.2	-2	9
Nc1nccnc1C(=O)OCC(=O)Nc1cccc(S(=O)(=O)N2CCCCC2)c1	2	-4	6	-1	-4	-1	-1	-0.4	-2	-1
O=C(CSc1ccccc1[N+](=O)[O-])NC1CCS(=O)(=O)C1 (configuration not stated)	7	13	-8	7	0	-2	-1	0.4	2	6
CCC(CC)c1nc2ccccc2c(=O)[nH]1	0	1	-11	0	-2	0	-1	-0.3	10	9
CC(C)(O)C#Cc1ccc(CN2CCN(Cc3ccsc3)C(CCO)C2)cc1 (configuration not stated)	-2	-2	0	-1	2	5	3	-0.1	-1	0
Cc1cnc(C(=O)OCC(=O)NC(C)C)cn1	-2	6	10	-1	-6	1	-4	0.5	6	5
CCCn1c2ccccc2c2nnc(SCC(=O)OC)nc21	-2	7	-5	-3	-4	2	-8	0.6	4	1
C[n+]1cn(Cc2ccc(C#N)cc2)c2ccccc21	-4	0	6	3	-2	0	-4	0.3	5	-2
Cc1nc2c(ccc3nc(NC(=O)C(c4ccccc4)c4ccccc4)sc32)s1	-2	-6	10	4	-4	8	0	0.1	2	12
Cn1c(N)c(C(=O)COC(=O)C23CC4CC(CC(C4)C2)C3)c(=O)n(C)c1=O	6	-3	1	1	4	4	0	0.3	3	-10
O=C(O)COc1ccc(/C=N/n2cnc3scc(-c4cccs4)c3c2=O)cc1	3	11	9	-4	0	-6	-6	-0.3	-2	-9
C=CCC1(CC=C)CCCN1C(=O)C1CCC(=O)N(CCc2ccc(Cl)cc2)C1 (configuration not stated)	-4	-8	-17	0	0	8	-7	0.8	-2	10
CCOc1ccc(Br)cc1S(=O)(=O)Nc1ccccc1N1CCOCC1	6	-6	15	0	-3	-1	-3	0.1	2	7
CCN(CC)CC(O)CN1c2ccccc2Sc2ccccc21 (configuration not stated)	2	0	-1	0	-3	1	-3	1.0	-1	13
C(=C\CSc1ncn[nH]1)/CSc1ncn[nH]1	0	-1	-10	0	8	-1	-1	0.1	-1	-12
O=C(CNC(=O)c1ccccc1F)NCc1ccncc1	9	1	-2	2	1	-8	5	0.3	-1	-2
COc1ccccc1CN(C)C(=O)c1ccc(COc2ccccc2)cc1	4	-14	5	0	0	0	-4	0.6	-1	3
COc1cc(CCC(=O)OCC(=O)Nc2ccc(F)cc2F)cc(OC)c1OC	2	-1	-15	3	-5	-1	-4	-0.3	0	6
CCCn1c(=O)[nH]c(=O)c2c1nc(-c1ccc(OC(F)F)c(OC)c1)n2CCOC	9	-1	10	-7	3	-2	-9	-1.0	-3	17
Cc1ccc(S(=O)(=O)N2C[C@H]3n4c(=O)ccc(=O)n4C[C@H](OC(=O)Nc4cccs4)[C@@]3(O)C2)cc1	-2	-7	12	-1	-3	-4	-3	-0.1	0	-3
CCOc1ccc(/C=C/C(=O)c2ccccc2)cc1OC	-5	-6	-15	-23	3	-1	-23	0.6	0	13
O=C(NCCc1ccccc1)C1CCN(S(=O)(=O)c2ccc(-c3nn[nH]n3)cc2)CC1	6	-14	2	-1	2	-1	3	0.4	3	-3
Cc1c(Cl)cccc1NC(=S)Nc1ccc(S(=O)(=O)Nc2ncccn2)cc1	-3	6	-8	1	6	6	-2	0.3	2	7
O=Nc1c2cc(-c3ccccc3)[nH]nc-2c2ccccc12	-9	-44	-4	1	-10	-20	2	0.4	-5	5
Cc1ccc(-n2c(=O)cc(N3CCN(C(=O)c4ccco4)CC3)[nH]c2=O)cc1	0	-1	-6	1	-1	-6	3	-0.5	-2	13
CCOc1cccc(C(=O)Nc2ccc(N3CCN(S(C)(=O)=O)CC3)cc2)c1	3	-4	1	-1	4	-3	1	-0.7	0	10
COc1ccc(NC(=O)Cn2cnc3sc(C)c(S(=O)(=O)N4CCOCC4)c3c2=O)cc1Cl	3	-4	-1	4	-1	-4	-1	-0.1	-4	-6
NC1=NC2(CS1)CSC(N)=N2	-1	10	-4	1	1	1	1	-0.2	2	4
CCN(CC)c1ccc(/C=N/n2nnnc2N)c(O)c1	18*	1	-7	-29	1	0	-45	-4.0	0	-7
